High-throughput results (PubChem BioAssay)
IMPase cell inh = IMPase inhibition in cells; CHO-M1 cells, IP1 accumulation, HTRF TR-FRET ratio; inhibition (IP1 accumulation), % at 46.1 µM; 120,000 tested, under 10 active; active = well fitted curve in the direction sought with a large enough effect in the signal ratio, not every such curve was filed as active; inconclusive = small, poorly fitted or top-dose-only effect, or a change in a side signal; inactive = no such curve, though single readings can be large or run the other way; the % refers to the signal ratio;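 note: cells stimulated with carbachol in lithium chloride buffer; plate controls were DMSO basal wells for no effect and reference inhibitor wells for full effect; higher means more IMPase inhibition seen as more IP1 and lower FRET ratio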
Target sequence (P97697 whole entry, looked up): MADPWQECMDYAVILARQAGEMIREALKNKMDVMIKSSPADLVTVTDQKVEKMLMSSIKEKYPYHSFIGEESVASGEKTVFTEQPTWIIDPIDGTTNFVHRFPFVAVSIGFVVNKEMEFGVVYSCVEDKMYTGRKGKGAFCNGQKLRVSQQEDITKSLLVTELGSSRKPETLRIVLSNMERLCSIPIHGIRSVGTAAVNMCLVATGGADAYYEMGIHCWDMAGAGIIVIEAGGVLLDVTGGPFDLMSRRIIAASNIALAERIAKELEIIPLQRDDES
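Cellular IMPase inhibition is scored as a rise in cytosolic IP1, detected by competitive TR-FRET between d2-labelled IP1 and a europium anti-IP1 antibody. M1-expressing CHO cells were stimulated with carbachol for 30 min at 37C, with lithium (50 mM LiCl) present in the buffer.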
15-hLO-2 inh = 15-hLO-2 (ALOX15B) enzyme inhibition; Potency, µM (highest dose often 57.1 µM), for the others: at the top dose activity change, negative = inhibition, actives largely listed as inhibitors; hit rate 0.56% among 110,000; purified 15hLO-2, xylenol orange hydroperoxide absorbance; AID 881; O15296; note: potency is the fitted concentration of half-maximal effect; nearly all actives have a fitted effect of over 60% in size; many of its hits are not listed in these tables
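Screening format was qHTS against 50 nM purified 15hLO-2 in Hepes pH 7.5 with detergent. Activity follows hydroperoxide formation from 45 uM arachidonic acid, measured as 573:405 nm absorbance ratio of the ferric-xylenol orange complex.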
PNC inhibitor = perinucleolar compartment assembly inhibition; hit rate 3.1% among 140,000; PC3M PTB-GFP, PNC prevalence imaging, 16 h; hits give low values; activity change (PNC), negative = inhibition, % at 10 µM;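 active = readout at or below -70, meaning at least 70% loss of cells showing the perinucleolar compartment, a nuclear body marking cancer cells; inconclusive = readout between -30 and a set limit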;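 note: plate controls were DMSO wells for no effect and camptothecin positive control wells for full effect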
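PC3M cells stably expressing PTB-GFP, 750–1000 cells/well, treated 16 h at 37 °C with compound (23 nl of library stock), in duplicate. After paraformaldehyde fixation and Hoechst stain, imaged at 20x; PNC prevalence scored by image analysis.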
12-hLO inh = blocks human 12-lipoxygenase activity; AID 1452; hit rate 0.12% among 150,000; purified 12-hLO, xylenol orange hydroperoxide absorbance; Potency, µM (top dose mostly 57.1 µM), for the others: top-dose activity change, negative = inhibition, hits mostly inhibitors; P18054; note: potency is the fitted concentration of half-maximal effect; nearly all actives have a fitted effect of over 55% in size; many of its hits are not listed in these tables
Target sequence (P18054 whole entry, looked up): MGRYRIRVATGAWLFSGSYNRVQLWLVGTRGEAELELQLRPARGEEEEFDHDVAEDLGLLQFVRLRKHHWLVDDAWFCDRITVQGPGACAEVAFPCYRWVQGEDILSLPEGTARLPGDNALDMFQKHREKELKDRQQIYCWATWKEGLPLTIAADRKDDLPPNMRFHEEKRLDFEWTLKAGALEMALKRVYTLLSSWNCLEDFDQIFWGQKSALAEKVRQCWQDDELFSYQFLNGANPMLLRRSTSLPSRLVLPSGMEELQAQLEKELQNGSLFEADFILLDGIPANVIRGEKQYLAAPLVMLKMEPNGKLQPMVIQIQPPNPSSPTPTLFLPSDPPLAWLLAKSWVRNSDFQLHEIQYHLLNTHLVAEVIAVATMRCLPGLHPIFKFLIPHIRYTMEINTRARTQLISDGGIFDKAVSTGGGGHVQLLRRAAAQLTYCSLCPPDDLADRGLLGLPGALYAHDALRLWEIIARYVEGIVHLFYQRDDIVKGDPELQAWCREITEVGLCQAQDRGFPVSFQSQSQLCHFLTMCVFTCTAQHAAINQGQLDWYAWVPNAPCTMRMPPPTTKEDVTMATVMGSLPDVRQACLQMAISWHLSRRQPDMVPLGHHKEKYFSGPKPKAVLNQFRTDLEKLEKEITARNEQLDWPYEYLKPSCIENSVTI
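Purified human 12hLO (150 nM), preincubated 15 min with compound, then 40 uM arachidonic acid for 30 min, room temperature, Hepes pH 7.0 with 0.01% Triton X-100. Hydroperoxide detected by ferrous iron/xylenol orange; 573/405 nm absorbance ratio gives reaction progress.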
* = called active by the depositor; [ ] = another dose, or the depositor's remark. Unless noted, calls come from the whole dose curve; as a rule, active = well fitted curve in the direction sought with a large enough effect; inconclusive = small, poorly fitted or top-dose-only effect, or another doubt; inactive = no such curve, though single readings can be large; an effect the other way counts as inactive or inconclusive. Unless noted, % is set by controls: 0 for no effect and ±100 for the full control effect. An excerpt (hit frequency here may not be typical).

Results for CCc1cccc(C)c1NC(=S)NCC(c1cccnc1)N1CCOCC1 (stereo not given) ?
IMPase cell inh: -2.8; PNC inhibitor: 38.2; 12-hLO inh: 0.2%

What do the screens show for `Cn1cc(C(=O)N2CCc3ccccc3C2)c(=O)c2cc(S(=O)(=O)N3CCCCC3)ccc21`?
PNC inhibitor: -1.7; 12-hLO inh: 2.5%

How did COC(=O)C(NC(=O)c1ccc(F)cc1)(Nc1nc(C)cs1)C(F)(F)F (stereo not given) do in these assays?
IMPase cell inh: 9.9; 15-hLO-2 inh: -0.5%; PNC inhibitor: 25.2; 12-hLO inh: 1.6%

What do the screens show for `CCOc1ccc(-c2nnn(CC(=O)Nc3cc(OC)ccc3OC)n2)cc1OCC`?
IMPase cell inh: -4.1; 15-hLO-2 inh: 7.2%; PNC inhibitor: 56.6; 12-hLO inh: 0.9%

How did COc1cc(-c2c(C#N)c(N)nc3c2CCCC3)cc(OC)c1OC do in these assays?
IMPase cell inh: -8.7; PNC inhibitor: -100.0*; 12-hLO inh: 0.8%

How did CCC(=O)n1nc(-c2ccc(OC)cc2)nc1N do in these assays?
IMPase cell inh: 0.1; 15-hLO-2 inh: 5.3%; PNC inhibitor: 60.6; 12-hLO inh: -0.1%

What do the screens show for `CCN(CC)C(=O)Cn1cnc2sc(C(=O)N3CCN(c4ccc(OC)cc4)CC3)c(C)c2c1=O`?
IMPase cell inh: -3.7; 15-hLO-2 inh: -3.6%; PNC inhibitor: inconclusive; 12-hLO inh: -6.3%

How did COCCn1nnnc1C(c1cc2ccc(OC)cc2[nH]c1=O)N1CCc2ccccc2C1 (stereo not given) do in these assays?
IMPase cell inh: 7.5[1.84 µM]; PNC inhibitor: -21.0; 12-hLO inh: -8.6%

Results for O=C(O)CCC(NC(=O)c1cncc(O)c1)C(=O)O (stereo not given) ?
IMPase cell inh: -4.0; 15-hLO-2 inh: 1.1%; PNC inhibitor: -1.6; 12-hLO inh: -9.7%

How did CC1=C(C(N)=O)C(c2ccccn2)n2nc(SCc3ccccc3Cl)nc2N1 (stereo not given) do in these assays?
IMPase cell inh: 6.6; 15-hLO-2 inh: -2.2%; PNC inhibitor: 29.0; 12-hLO inh: -3.8%

How did CN(C)CCCNS(=O)(=O)c1ccc(N2CCC(c3ccc(Cl)cc3)=N2)cc1 do in these assays?
IMPase cell inh: -23.2; 15-hLO-2 inh: 19.0%; PNC inhibitor: 7.4; 12-hLO inh: 5.7%

Results for COc1ccc(F)cc1S(=O)(=O)Nc1cccc(C(=O)O)c1 ?
PNC inhibitor: 109.9; 12-hLO inh: -5.8%

Results for C=CCn1c(Sc2ccccc2)nc2c1c(=O)[nH]c(=O)n2C ?
IMPase cell inh: inconclusive; PNC inhibitor: 2.5; 12-hLO inh: -3.5%

How did Cc1ccc(OCCn2cc(C#N)c3ccccc32)cc1 do in these assays?
IMPase cell inh: 1.1; PNC inhibitor: inconclusive; 12-hLO inh: -3.3%

How did Cc1ccc2nc(SCc3cccc([N+](=O)[O-])c3)nc(C)c2c1 do in these assays?
IMPase cell inh: 9.7; 15-hLO-2 inh: 7.4%; PNC inhibitor: inconclusive; 12-hLO inh: 4.3%

Results for Cc1cccnc1NC1(C(F)(F)F)N=C(c2ccccc2)NC1=O (stereo not given) ?
IMPase cell inh: 1.9; 15-hLO-2 inh: -8.6%; PNC inhibitor: 66.0; 12-hLO inh: -0.1%

What do the screens show for `CCC(C)NS(=O)(=O)c1ccc(S(=O)(=O)N(CCc2ccc(OC)c(OC)c2)Cc2cccs2)cc1` (stereo not given)?
IMPase cell inh: 13.2; PNC inhibitor: -16.7; 12-hLO inh: -4.4%

How did O=C(O)c1ccc(CSCc2c(F)cccc2Cl)o1 do in these assays?
IMPase cell inh: 5.8; 15-hLO-2 inh: -8.2%; PNC inhibitor: 9.0; 12-hLO inh: 3.0%

Results for COc1ccc(-c2cn3cc(Cl)ccc3n2)cc1OC ?
IMPase cell inh: -2.8; 15-hLO-2 inh: 6.5%; PNC inhibitor: 28.8; 12-hLO inh: -5.7%

Results for CSc1ncccc1C(=O)OCc1ccccc1 ?
IMPase cell inh: 1.5; 15-hLO-2 inh: 4.4%; PNC inhibitor: 30.5; 12-hLO inh: -9.9%

How did Cc1ccc(-n2c(=O)c3c(n4cnnc24)-c2ccccc2CC32CCCCC2)cc1 do in these assays?
PNC inhibitor: -8.3; 12-hLO inh: -0.1%

Results for CC(C)[C@H](Nc1ncnc2nc[nH]c12)C(=O)O ?
15-hLO-2 inh: -6.2%[11.4 µM]; 12-hLO inh: -1.8%[11.4 µM]

How did CCOC(=O)CCc1c(C)nc2cc(C3CCCN(C(=O)OC(C)(C)C)C3)[nH]n2c1=O (stereo not given) do in these assays?
IMPase cell inh: 9.2; 15-hLO-2 inh: -5.4%; PNC inhibitor: 2.5; 12-hLO inh: -9.7%

Results for COc1ccc(C(=O)N2CCC3(CCCN(c4ccncc4)C3)CC2)cc1 ?
15-hLO-2 inh: 2.6%; 12-hLO inh: 6.5%

Results for CCOC(=O)c1c(-c2ccccc2)csc1NC(=O)c1cc(S(=O)(=O)N2CCOCC2)ccc1C ?
IMPase cell inh: 2.8; PNC inhibitor: 30.6; 12-hLO inh: 1.0%

What do the screens show for `CCOC(=O)Cc1c[nH]c2ccccc12`?
IMPase cell inh: -0.6; 15-hLO-2 inh: -1.7%; PNC inhibitor: -6.3; 12-hLO inh: -3.2%

What do the screens show for `CCCS(=O)(=O)N1CCCC(C(=O)NCCCOCC)C1` (stereo not given)?
IMPase cell inh: 0.2; 15-hLO-2 inh: -1.9%; PNC inhibitor: inconclusive; 12-hLO inh: -1.1%

What do the screens show for `COc1c([N+](=O)[O-])c(=O)oc2ccccc12`?
PNC inhibitor: 32.0; 12-hLO inh: -0.7%

Results for CCN(C(=O)c1sc(N)c(C#N)c1C)C1CCCCC1 ?
IMPase cell inh: 15.7; 15-hLO-2 inh: -7.7%; PNC inhibitor: -0.5; 12-hLO inh: -5.7%

How did CCCOC(=O)C1=C(C)NC2=C(C(=O)CCC2)C1c1ccc(N(C)C)cc1 (stereo not given) do in these assays?
IMPase cell inh: 5.4; 15-hLO-2 inh: -8.5%; PNC inhibitor: 72.9; 12-hLO inh: -2.6%

Results for NC(=O)CSCc1cccc(Br)c1 ?
IMPase cell inh: -10.7; PNC inhibitor: -24.5; 12-hLO inh: 1.2%

What do the screens show for `CCC(=O)Nc1cc(-c2nn3c(C)nnc3s2)ccc1C`?
IMPase cell inh: 4.2; 15-hLO-2 inh: 17.4%; PNC inhibitor: -3.6; 12-hLO inh: -1.7%

What do the screens show for `CC1(C)CC(=O)C(C=NCC2CCN(C(=O)Nc3ccc(Cl)c(Cl)c3)CC2)=C(O)C1`?
IMPase cell inh: inconclusive; 15-hLO-2 inh: -9.2%; PNC inhibitor: 10.4; 12-hLO inh: 1.2%

Results for CCn1nnc(-c2ccccc2NC(=O)c2ccc(-n3cnnn3)cc2)n1 ?
IMPase cell inh: 7.7; 15-hLO-2 inh: -0.7%; PNC inhibitor: 10.9; 12-hLO inh: -3.2%

What do the screens show for `OC(C#CCN1CCCC1)(c1ccccc1)c1cccc(F)c1` (stereo not given)?
PNC inhibitor: 57.5; 12-hLO inh: 19.6%

How did C=C1c2cccc(C(F)(F)F)c2O[C@H](C(=O)OCC)[C@@H]1CCCCCC do in these assays?
15-hLO-2 inh: -1.1%[0.0915 µM]; 12-hLO inh: 0.7%[0.00818 µM]

Results for COc1ccc(CC(=O)N2CCN(C(=O)Cc3ccc(OC)cc3)CC2)cc1 ?
IMPase cell inh: 1.2; 15-hLO-2 inh: -4.8%; PNC inhibitor: 0.0; 12-hLO inh: 0.0%

What do the screens show for `CCOc1ccc(N2C(=O)CC(Sc3nc(C)cc(C)n3)C2=O)cc1` (stereo not given)?
IMPase cell inh: 7.5; 15-hLO-2 inh: 2.2%; PNC inhibitor: inconclusive; 12-hLO inh: -3.1%

How did C=CC(C1=CC(=O)C(OC)=C(OC)C1=O)c1ccccc1 (stereo not given) do in these assays?
15-hLO-2 inh: inconclusive; 12-hLO inh: inconclusive

How did Cc1nc2ccc(NC(=O)N(C(C)C)C(C)C)cc2s1 do in these assays?
IMPase cell inh: 2.9; 15-hLO-2 inh: -0.2%; PNC inhibitor: 33.1; 12-hLO inh: 2.9%

Results for CCOC(=O)c1ccc(-c2ccc(-c3cc(=O)oc4cc(OC)c(OC)c(OC)c34)cc2)cc1 ?
15-hLO-2 inh: 9.1%[0.0915 µM]; 12-hLO inh: 1.3%[0.00818 µM]

Results for COc1ccc(C(=O)N2CCN(c3nc4cc(C)ccc4cc3C#N)CC2)c(OC)c1 ?
IMPase cell inh: 5.3; 15-hLO-2 inh: -2.4%; PNC inhibitor: 36.7; 12-hLO inh: -0.9%

What do the screens show for `CCC(C)NC(=O)c1[nH]c(C)c(C(=O)OC)c1C` (stereo not given)?
IMPase cell inh: -0.4; PNC inhibitor: -5.1; 12-hLO inh: 4.1%

Results for O=C(Nc1ccccn1)c1nc(-c2ccccc2)n(-c2ccccc2)n1 ?
PNC inhibitor: 0.3; 12-hLO inh: 3.2%

What do the screens show for `O=C1C(C2=C(O)c3ccccc3C2=O)=Nc2ccccc21`?
IMPase cell inh: 3.1; 15-hLO-2 inh: inconclusive; PNC inhibitor: 31.0; 12-hLO inh: -17.9%

Results for Cc1ccc(C(=O)CSc2nc3ccccc3c(=O)n2-c2ccccc2)s1 ?
IMPase cell inh: -8.6; 15-hLO-2 inh: -4.7%; PNC inhibitor: -2.8; 12-hLO inh: -0.9%

What do the screens show for `Cc1ccc(-n2[nH]c(C)c(C=Nc3ccc(S(=O)(=O)N4CCOCC4)cc3)c2=O)c(C)c1`?
IMPase cell inh: -3.4; PNC inhibitor: 68.2; 12-hLO inh: -2.1%

How did COc1ccc(C2CC(=O)N3CN(c4ccc(C)c(Cl)c4)CSC3=C2C#N)cc1OC (stereo not given) do in these assays?
IMPase cell inh: -15.8; 15-hLO-2 inh: 25.1µM*; PNC inhibitor: 14.3; 12-hLO inh: inconclusive

Results for CN1C(=O)C(Cc2c[nH]c3ccccc23)NC1=S (stereo not given) ?
15-hLO-2 inh: 23.3%; 12-hLO inh: -2.7%

Results for COc1ccc(/C=C/C(=O)N2CCCc3ccccc32)cc1 ?
PNC inhibitor: inconclusive; 12-hLO inh: 1.6%

How did CCOC(=O)c1c(NC(=O)C2c3ccccc3Oc3ccccc32)sc(C(C)=O)c1C do in these assays?
IMPase cell inh: -1.7; 15-hLO-2 inh: -11.7%; PNC inhibitor: inconclusive; 12-hLO inh: -8.6%

Results for O=C(O)CSc1n[nH]c(=O)[nH]c1=O ?
15-hLO-2 inh: -7.4%[11.4 µM]; 12-hLO inh: 1.2%[11.4 µM]

What do the screens show for `CCCC(=O)Nc1c2c(nn1-c1ccc(OC)cc1)CS(=O)C2` (stereo not given)?
IMPase cell inh: -1.5; PNC inhibitor: inconclusive; 12-hLO inh: 4.0%

What do the screens show for `S=C(Nc1ccccc1)N1CCCCC1`?
IMPase cell inh: 0.5; 15-hLO-2 inh: -2.1%; PNC inhibitor: -8.9; 12-hLO inh: -3.2%

What do the screens show for `COc1ccc(N(C(=O)COc2ccc(C)cc2)S(=O)(=O)c2ccc(C)cc2)cc1`?
PNC inhibitor: 11.7; 12-hLO inh: -3.3%

Results for COCC(C)N=CC1=C(O)CC(C)(C)CC1=O (stereo not given) ?
IMPase cell inh: 4.4; 15-hLO-2 inh: 8.1%; PNC inhibitor: 8.4; 12-hLO inh: 1.5%

What do the screens show for `Cc1ccc(C(=O)c2coc3c2C(=O)C(=O)c2ccccc2-3)cc1`?
IMPase cell inh: 6.9; 15-hLO-2 inh: inconclusive; PNC inhibitor: 20.6; 12-hLO inh: -26.4%

2 neighbouring records already listed:
How did CCOC(=O)c1c(NC(=O)C2c3ccccc3Oc3ccccc32)sc(C(C)=O)c1C do in these assays?
IMPase cell inh: -1.7; 15-hLO-2 inh: -11.7%; PNC inhibitor: inconclusive; 12-hLO inh: -8.6%

Results for O=C(O)CSc1n[nH]c(=O)[nH]c1=O ?
15-hLO-2 inh: -7.4%[11.4 µM]; 12-hLO inh: 1.2%[11.4 µM]
